SDO1 yeast rescue = growth rescue of sdo1-depleted yeast, primary screen, S. cerevisiae, bone marrow failure model; S. cerevisiae sdo1-depleted JHY4D growth rescue, OD600 30 h; stronger effect = higher value; pdr5 snq2 efflux-pump mutant strain; z-score at 10 µM; 0.21% of 140,000 active; AID 817, 2007;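 active = z-score above 3 at both the 24 hr and the 30 hr optical density reads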;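 note: z-score against mean and SD of all compound wells on the same plate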
Insulin prom inh = inhibitors of insulin promoter-driven GFP, primary screen, imaging, TRM-6 cells (human fetal islet line), eGFP reporter, cell count; AID 1273, 2008; inhibition, % at 2 µM; reporter expression induced with tamoxifen; 0.9% of 130,000 active;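 active = inhibition above the mean plus 3 SD, with well images judged a real hit on visual review, cut at about 60% in these data, passing the limit was not always enough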
SDO1 yeast rescue Rescue 24 h = second read-out of SDO1 yeast rescue, no call of its own (marks repeat the call); z-score; S. cerevisiae sdo1-depleted JHY4D growth rescue, OD600; measured here: growth rescue at 24 h;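 0 is the plate mean of compound wells and units are plate SD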
* hit, by the source's call; i = inactive; nt = no result given; [ ] = remark or other dose. Only part of the results is shown; rates above refer to the full screens.

Start of the data: the first 2 entries, to show the layout:
SDO1 yeast rescue	SDO1 yeast rescue Rescue 24 h	Insulin prom inh	smiles
0.26	0.31	30	CC(C)(C)[Si](OCC[C@@H]1C[C@@]1(C)[C@@H](NP(=O)(c1ccccc1)c1ccccc1)c1ccccc1)(c1ccccc1)c1ccccc1
0.12	0.43	-7	COc1ccc(O)c(-c2cc(-c3ccccc3[N+](=O)[O-])[nH]n2)c1

Main list, previewed entries included:
SDO1 yeast rescue	SDO1 yeast rescue Rescue 24 h	Insulin prom inh	smiles
0.26	0.31	30	CC(C)(C)[Si](OCC[C@@H]1C[C@@]1(C)[C@@H](NP(=O)(c1ccccc1)c1ccccc1)c1ccccc1)(c1ccccc1)c1ccccc1
0.12	0.43	-7	COc1ccc(O)c(-c2cc(-c3ccccc3[N+](=O)[O-])[nH]n2)c1
0.55	0.8	-8	O=C(CCCc1c[nH]c2ccccc12)N1CCOCC1
-0.47	1	19	COc1ccc2[nH]c(=O)c(-c3noc(-c4ccc(F)cc4)n3)cc2c1
0.15	0.19	14	Cc1ccc(NC(=O)[C@@H](NC(=O)c2cccc(S(=O)(=O)N3CCOCC3)c2)C(C)C)cc1C
1	0.6	11	Cc1ccc(S(=O)(=O)N2C(=O)CCC2C(=O)NCc2ccco2)cc1 (configuration not stated)
nt	nt	42	NC(=O)COc1ccc(-c2noc(COc3ccccc3[N+](=O)[O-])n2)cc1
0.55	-0.03	8	CCN(C(=O)CN1CCOCC1)C1(C)C(=O)c2ccccc2C1=O
-0.42	0.11	nt	CCc1nnc(NC(=O)CSc2ccc(-c3nc4ccc(C)cc4[nH]3)cn2)s1
-1.7	-0.72	nt	N=C1C(c2nc(-c3ccc(Cl)cc3)cs2)=C(O)CN1CCCN1CCOCC1
0.71	-0.62	9	CCN(CC)CCOC(=O)C12CC3CC(CC(C3)C1)C2
nt	nt	-7	CN(C)/C=C/C(=O)c1ccc(Oc2ncccn2)cc1
-1.1	-0.84	-3	Clc1ccc(OCCSc2ncccn2)c2ccccc12
nt	nt	-14	CN(CC(=O)NCc1ccccc1Cl)CC(=O)Nc1cccc(F)c1
-0.65	-0.68	-27	O=C(Nc1nnc(C2CC2)s1)c1cc2c(s1)CCCCCC2
0.02	1.8	-27	CC(=O)c1c(C)[nH]c(C(=O)OCC(=O)Nc2ccc([N+](=O)[O-])cc2Cl)c1C
-2.1	-1.6	68*	CCCCCCCCCOC(=O)C(CC(=O)O)N1CCOCC1 (configuration not stated)
-0.54	-0.27	-21	CCOC(=O)c1sc(C)c2c1NC(C)(c1ccccc1)NC2=O (configuration not stated)
-0.14	0.41	60	O=c1cnc2ccccc2n1CC1CCCCC1
-0.32	-0.62	i	Cc1ccc(C(C(=O)NC2CCCC2)N(Cc2ccco2)C(=O)CCC(=O)Nc2cc(C)on2)cc1 (configuration not stated)
-0.03	-0.29	nt	O=C(C1CCCN(S(=O)(=O)c2cccc3cccnc23)C1)N1CCc2ccccc21 (configuration not stated)
0.79	1	29	Cc1ccc2c(n1)sc1c(N)ncnc12
nt	nt	9	CSc1nc(C)cc(Oc2ccc(OCC(N)=O)nn2)n1
nt	nt	47	COc1cc(NC(=O)COC(=O)CCc2cc(OC)c(OC)c(OC)c2)cc(OC)c1
nt	nt	-27	COc1ccc(NC(=O)CC23CC4CC(CC(C4)C2)C3)cn1
0.53	-0.27	nt	CCOc1cc2[nH]c(=O)n(Cc3ccc(C(=O)NCCOC)cc3)c(=O)c2cc1OCC
nt	nt	-380	O=C1c2ccccc2C(=O)N1CCCN1CCN(CCCN2C(=O)c3ccccc3C2=O)CC1
nt	nt	8	CCN(C(=N)N=C(N)N)c1ccccc1
0.46	-0.03	nt	CCn1c2ccccc2c2nnc(SCC(=O)NCCOC)nc21
0.65	0.44	19	CCN1CCN(c2nc3ccccc3nc2C(C#N)S(=O)(=O)c2ccc(C)cc2)CC1 (configuration not stated)
-1.6	-1.7	11	Cc1cccc(N2CCN(C(=O)COc3cc(=O)n(C)c4ccccc34)CC2)c1C
0.97	0.11	nt	CN(C)C=NCCn1c(N2CCOCC2)nc2c1c(=O)n(C)c(=O)n2C
-0.66	0.28	0	CCn1c(CSCc2ccc(C)cc2)nnc1SCC(=O)N1CCN(c2ccccc2)CC1
-1.1	0.16	39	CCCn1c(-c2cccnc2Cl)nc2cc(Cl)c(Cl)cc21
0.11	-0.7	-18	NC(=O)C1CCN(C(=O)c2ccc(-c3ccccc3)cc2)CC1
nt	nt	-8	CC(CN1CCCCC1)OC(=O)CCc1ccccc1 (configuration not stated)
1.1	1.2	nt	O=C(CSc1nc2c(c(=O)n1-c1ccc(Cl)cc1)SCC2)N1CCOCC1
-1.8	-0.62	0	O=C(CN1C(=O)/C(=C\c2ccccc2F)SC1=S)Nc1nc2ccccc2s1
1.2	2	-50	CC1(C)CC(=O)C=C(Nc2ccc(F)cc2)C1
0.01	0.71	nt	COC(=O)/C(=C1/Oc2ccc(C(C)(C)C)cc2S1)C(F)(F)F
0.84	0.87	-4	Cc1ccc(S(=O)(=O)NCCN2CCOCC2)cc1
-0.48	-1	19	O=C(c1cc2ccccc2c(=O)o1)N1CCc2ccccc2C1
-0.5	-0.12	nt	CCOc1ccccc1NC(=O)C1CCN(S(=O)(=O)c2ccc(OC)c(OC)c2)CC1
2.2	3	21	CN(C)/C=N/C(=S)Nc1ccc(Br)cc1F
0.54	0.03	nt	COc1cc(CC(=O)OCC(=O)Nc2cc([N+](=O)[O-])ccc2F)cc(OC)c1OC
0.62	0.49	nt	O=C(O)c1ccc2c(c1)C(=O)N(c1ccc(Cl)cn1)C2=O
0.8	1.7	nt	CCSC1(SCC)N=C(N)C2(C#N)C(c3ccc(OC)c(OC)c3OC)C12C#N (configuration not stated)
-0.48	-0.46	nt	CCC(C)NC(=O)c1ccc(CS(=O)(=O)c2ccc(OC)cc2)o1 (configuration not stated)
0.13	-0.26	10	CS(=O)(=O)N(CCc1ccccc1)CC(=O)NCC1CCCO1 (configuration not stated)
0.58	-0.05	nt	O=C(CSc1ccc2nnc(-c3ccncc3)n2n1)NCc1ccco1

Single records, from the list above. Order of values: SDO1 yeast rescue, SDO1 yeast rescue Rescue 24 h, Insulin prom inh
Entry for CS(=O)(=O)N(CCc1ccccc1)CC(=O)NCC1CCCO1 (configuration not stated) = 0.13, -0.26, 10
Entry for O=C1c2ccccc2C(=O)N1CCCN1CCN(CCCN2C(=O)c3ccccc3C2=O)CC1 = nt, nt, -380

Later entries.
SDO1 yeast rescue	SDO1 yeast rescue Rescue 24 h	Insulin prom inh	smiles
-0.66	-0.84	27	COc1cc(NC(=O)c2cc([N+](=O)[O-])ccc2Br)ccc1NC(=O)c1ccco1
-0.71	-1.1	nt	CN1CCN(C(=O)C2CC(=O)N(c3ccc(F)c(Cl)c3)C2)CC1 (configuration not stated)
-0.94	-1	nt	CC(=O)c1c(C)[nH]c(C(=O)COC(=O)c2ccc3c(=O)n4c(nc3c2)CCC4)c1C
nt	nt	-28	CCOc1ccccc1-c1nc(CN(Cc2cnn(C)c2)C(C)C)c(C)o1
0.04	0.53	5	Cc1ccc(NC(=O)NC2CCCCC2)c(C)c1
0.44	0.4	nt	COc1ccccc1C(=O)Nc1ccc2c(c1)nc1n2CCSC1
nt	nt	-38	COc1ccccc1NC(=O)CC1C(=O)Nc2ccccc2N1C(=O)c1ccccc1 (configuration not stated)
nt	nt	-7	O=[N+]([O-])c1ccc(N2CCN(Cc3ccccc3)CC2)nc1
-0.85	-0.91	-342	Cc1cc(-c2cccs2)c2c(n1)sc1c(=O)[nH]c(=O)[nH]c12
nt	nt	27	COc1ccccc1OCCC(=O)OCC(=O)Nc1cc(S(=O)(=O)N2CCOCC2)ccc1Cl
-0.61	0.52	nt	CCSc1nnc(NC(=O)C(Cc2ccccc2)n2cccc2)s1 (configuration not stated)
0.84	1	nt	CCn1c(SCC(=O)c2cccs2)nnc1-c1cccs1
-1.4	-0.86	nt	CC1CCc2nn(CC(=O)NCCCN3CCCC3=O)cc2C1 (configuration not stated)
0.83	0.78	nt	Cc1cc(C)n2cc(CSc3nnnn3-c3ccccc3)nc2n1
0.93	1.5	-25	O=C(CN1C(=O)C2C3C=CC(C3)C2C1=O)NCc1ccco1 (configuration not stated)
0.48[6.8 µM]	-0.41	nt	CCOCCCn1c(=N)c(C(=O)NCCN2CCOCC2)cc2c(=O)n3cccc(C)c3nc21
0.09	0.33	nt	COc1ccccc1C1C(C(=O)c2cc3ccccc3o2)=C(O)C(=O)N1CCN1CCOCC1 (configuration not stated)
0.08	0.42	38	O=C1c2ccccc2NC(c2ccc(-c3cccc([N+](=O)[O-])c3)o2)N1O (configuration not stated)
0.2	-0.27	-9	S=C(NCC1CCCO1)Nc1ccc(Cl)cc1 (configuration not stated)
-0.41	-0.04	-28	COc1ccc(CNC(=O)Nc2ccc(C)cc2)cc1
0.12	4.1	42	Cc1ccc2[nH]c3c(N4CCc5ccccc5C4)ncnc3c2c1
nt	nt	0	COc1cccc(NC(=S)NC(C)c2ccc(OC)c(OC)c2)c1 (configuration not stated)
0.51	2	0	N#CCC1c2ccccc2CCN1C(=O)Nc1ccc(Cl)cc1 (configuration not stated)
0.88	0.55	-54	CCc1nc(-c2ccccc2O)n(-c2ccccc2)n1
1.1	1.2	nt	CC(C)C(=O)Nc1cccc(NC(=O)c2ccc([N+](=O)[O-])cc2Cl)c1
nt	nt	30	O=C(Nc1ccc(Cl)c(C(F)(F)F)c1)NC1CC2CCCC(C1)N2C1CC1 (configuration not stated)
-0.69	-1.4	-19	O=C(CN1CCN(c2ccccc2)CC1)N1CCc2[nH]c3ccccc3c2C1
-0.34	-1.6	nt	N#CCCn1c(=S)[nH]c2ccccc21
nt	nt	-50	C=C(C)c1cccc(C(C)(C)NC(=O)NC2CC(C)(C)NC(C)(C)C2)c1
0.53	-0.32	-15	CCOC(=O)c1nc(C)n(-c2ccc(Cl)cc2)n1
-0.95	-0.45	nt	CCOc1ccc(N(CC(=O)Nc2cccc(Cl)c2)S(=O)(=O)c2c(C)noc2C)cc1
-0.14	-0.38	-17	Cc1nn(Cc2ccc(F)cc2)c(C)c1NC(=O)c1cnn2c1NC(c1cccs1)CC2C(F)(F)F (configuration not stated)
0.13	-0.2	8	CCN1C(=O)C(CC(=O)Nc2ccc(OC)cc2)N(Cc2ccc3c(c2)OCO3)C1=S (configuration not stated)
-0.57	-1.5	-431	COc1ccc(CCNC(=O)CSc2nnc(Cc3csc(N)n3)n2C)cc1OC
0.85	0.87	29	O=S(=O)(c1ccc(S(=O)(=O)N(Cc2cccs2)CC2CCCO2)cc1)N1CCCCC1 (configuration not stated)
-0.74	-0.19	-10	COC(=O)C1=C(C)NC(C)=C(C(=O)OC)C1c1ccccn1
0.54	-0.34	-11	O=C(O)Cn1nc2ccccc2n1
-0.5	-0.63	8	O=C1CC(Cc2ccccc2)C(=O)N1Cc1ccco1 (configuration not stated)
-0.13	-0.05	nt	COc1ccc(C(C(=O)NC2CCCCC2)N2CCC3(CC2)OCCO3)cc1 (configuration not stated)
-0.44	-0.26	54	COc1ccc2nc(SCC(=O)N3CCN(c4ccc(F)cc4)CC3)c(C#N)cc2c1
0.09	-0.36	42	O=C(COC(=O)Cc1ccsc1)Nc1ccc(Cl)c(S(=O)(=O)N2CCOCC2)c1
0.19	-0.55	nt	CCOc1ccc(-n2c(C)cc(C(=O)NS(=O)(=O)c3ccc(C)cc3)c2C)cc1
nt	nt	6	CC(=O)NC(Cc1c[nH]c2ccccc12)C(=O)OCC(=O)N1CCCCCC1 (configuration not stated)
-0.03	-0.2	-10	O=C(COc1ccccc1)NCC(=O)Nc1cccc2ccccc12
-0.11	-0.48	nt	Cc1ccc(Cl)cc1N1CCN(S(=O)(=O)c2ccc3c(c2)oc(=O)n3C)CC1
nt	nt	50	CCC(=O)Nc1cc(C(F)(F)F)ccc1N1CCCC1
0.27	0.18	nt	CCOc1ccc(OCC(O)CNC2CCN(Cc3ccccc3)CC2)cc1 (configuration not stated)
-0.92	-1.3	-18	Cc1noc(C)c1COc1cccc(C(=O)NCc2ccccc2Cl)c1
nt	nt	-5	COc1cccc(C(=O)OCC(=O)NCCc2ccccc2)c1OC
0.42	0.57	nt	CC1C(=NO)C(C)C(c2ccc(N(C)C)cc2)NC1c1ccc(N(C)C)cc1 (configuration not stated)

A run of entries from further up:
SDO1 yeast rescue	SDO1 yeast rescue Rescue 24 h	Insulin prom inh	smiles
0.19	-0.55	nt	CCOc1ccc(-n2c(C)cc(C(=O)NS(=O)(=O)c3ccc(C)cc3)c2C)cc1
nt	nt	6	CC(=O)NC(Cc1c[nH]c2ccccc12)C(=O)OCC(=O)N1CCCCCC1 (configuration not stated)
-0.03	-0.2	-10	O=C(COc1ccccc1)NCC(=O)Nc1cccc2ccccc12
-0.11	-0.48	nt	Cc1ccc(Cl)cc1N1CCN(S(=O)(=O)c2ccc3c(c2)oc(=O)n3C)CC1
nt	nt	50	CCC(=O)Nc1cc(C(F)(F)F)ccc1N1CCCC1
0.27	0.18	nt	CCOc1ccc(OCC(O)CNC2CCN(Cc3ccccc3)CC2)cc1 (configuration not stated)
-0.92	-1.3	-18	Cc1noc(C)c1COc1cccc(C(=O)NCc2ccccc2Cl)c1

(list continues)
SDO1 yeast rescue	SDO1 yeast rescue Rescue 24 h	Insulin prom inh	smiles
1.9	2.3	-32	N#CC1=C2N=C(N)c3ccccc3N2C2=C(C(=O)CCC2)C1c1ccc(Cl)cc1 (configuration not stated)
0.66	0.31	-31	N#Cc1c(NC(=O)CCCC(=O)O)sc2c1CCCCC2
-0.11	-0.34	-9	COc1ccc(C2=C(Nc3ccccc3)c3ccccc3C2=O)cc1
nt	nt	-21	Cc1ccc(N(C(=O)Cc2cccs2)C(C(=O)NCC2CCCO2)c2ccncc2)cc1 (configuration not stated)

Bioassay records as filed in PubChem BioAssay.
